Anthrax LF prot: Bacillus anthracis LF protease inhibitors, primary screen, biochemical, multiplex microsphere, MLPCN library | Lethal factor (Bacillus anthracis), P15917 | multiplex microsphere protease cleavage assay | inhibition, % at 10 µM | 360,000 compounds, 0.12% hits; further: plate controls were buffer without enzyme for full effect and enzyme alone for no effect
BoNT-A LC inh2: BoNT/A light chain protease inhibitors, primary screen, biochemical, flow cytometry, MLPCN library; Botulinum neurotoxin type A light chain protease (Clostridium botulinum A str. ATCC 3502); multiplex microsphere protease substrate cleavage; inhibition, % at 10 µM; 360,000 compounds, 0.17% hits; further: plate controls were buffer without enzyme for full effect and enzyme alone for no effect
PfHsp40 yeast: rescue of yeast from PfHsp40 toxicity, primary screen, S. cerevisiae, ATP luminescence; S. cerevisiae expressing PfHsp40, growth rescue; growth rescue, % at 12.5 µM; 340,000 compounds, 0.68% hits; AID 504582, 2011; in the data active means growth rescue above about 28%, passing the limit was not always enough; inconclusive means no clear call, values can overlap the other calls;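 further: yeast W303a lacking pdr1 and pdr3 grown in galactose medium; growth measured after three days at 30 °C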
SARS 3CLpro inh: SARS-CoV 3CLpro protease inhibitors, primary screen, biochemical, quenched FRET; AID 1706, 2009; recombinant SARS-CoV 3CLpro, quenched FRET peptide cleavage; 290,000 compounds, 0.14% hits; inhibition, % at 6 µM; Replicase polyprotein 1ab (Severe acute respiratory syndrome coronavirus), P0C6X7; in the data active means inhibition above about 12%
Y pestis TopoI: Yersinia pestis topoisomerase I inhibitors, primary screen, biochemical, cleavage product accumulation, plate reader, single point. 360,000 compounds, 0.064% hits. AID 504884, 2011. activity, % at 10 µM. DNA topoisomerase I (Yersinia pestis CO92). Y. pestis Topo-I cleavage product accumulation; in the data active means activity above about 50%, passing the limit was not always enough; inconclusive means no clear call, values can overlap the other calls; further: inactives centre near 2
PrPC TRFRET: inhibitors of human cell surface prion protein PrPC, primary screen, cell-based, TR-FRET | inhibition, % at 13.8 µM | 370,000 compounds, 0.43% hits | Major prion protein (Homo sapiens), P04156 | TR-FRET read-out; in the data active means inhibition above about 24%; further: 0% = median of the test wells and 100% = reference compound wells
TcdB inh: TcdB glycohydrolase inhibitors, primary screen, biochemical, single point, plate reader | AID 652162, 2013 | TcdB glycohydrolase enzymatic assay | 350,000 compounds, 0.24% hits | inhibition, % at 9.99 µM; in the data active means inhibition above about 10%
BH1578 lux ind: inducers of Vibrio cholerae quorum light production without autoinducers, primary screen, BH1578 luxS cqsA deficient, single point; 350,000 compounds, 0.16% hits; AID 588436, 2011; V. cholerae BH1578 lux reporter, luminescence, 6 h; activation, % at 18.7 µM; in the data active means activation mostly above about 9.7%, no sharp cut-off; inconclusive means no clear call, values can overlap the other calls; inactive means mostly below about 3.7%; further: not every result past the cut was called active; inactives centre near 0; reference of the scale not given here
PriA SSB inh: inhibitors of Klebsiella pneumoniae PriA binding to SSB C-terminal tail, primary screen, biochemical, AlphaScreen; inhibition, % at 33 µM; AlphaScreen SSBct-PriA binding, biotinylated peptide; 430,000 compounds, 0.6% hits; in the data active means inhibition mostly above about 37%, no sharp cut-off; inactive means mostly below about 20%;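 further: plate controls were negative control peptide for no effect and reference peptide for full effect; strong numbers were not always called active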
An asterisk follows results filed as active; i = inactive; ? = inconclusive; / = no result given; & = joins results of further samples. Unless noted, no stated cut-off is given here; in the data, active means inhibition above about 30%; inconclusive means no clear call, values can overlap the other calls; inactive means below that.

SMILES	Anthrax LF prot	BoNT-A LC inh2	PfHsp40 yeast	SARS 3CLpro inh	Y pestis TopoI	PrPC TRFRET	TcdB inh	BH1578 lux ind	PriA SSB inh
CC1(C)S[C@@H]2[C@H](NC(=O)Cc3ccccc3)C(=O)N2[C@H]1C(=O)O	-11&5	-0.9&-5.0	0.9&0.4	2&0	0&0	-3&2	0.4&1.4&0.4	i	-3
CSCCC(=O)N1CC[C@@H](N2CCN(c3ccccc3F)CC2)[C@H](O)C1	2	0.6	20	-4	-15	4	0.8	-0.3	2
Cc1cc(C)nc(NC2=NCCN2C(=S)Nc2ccc(C)c(C)c2)n1	/	/	-1.1	0	-7	3	-0.3	-1.4	-1
COc1ccc(S(=O)(=O)NC(=O)C2(C)CCN2C(=O)CC2CCCCC2)cc1OC (stereo not given)	0	-0.7	/	/	8	3	-0.9	-0.7	/
CCCCc1ccc(-n2c(Cc3cccs3)n[nH]c2=S)cc1	1	0.1	305*	0	15	3	1.1	i	1
N#Cc1ccccc1COC(=O)c1ccc2c(c1)OCO2	0	0.3	0.9	/	7	0	1.2	i	-63
COc1ccccc1NC(=O)CCc1nnc2ccc(N3CCN(C)CC3)nn12	-1	-2.9	-0.8	-2	0	-10	3.8	i	-9
COC(=O)c1ccccc1NC(=O)CN(C)S(=O)(=O)c1cc(C)ccc1OC	1	1.2	0.7	-13	17	6	/	i	-16
C=CCOc1c(CNc2ncn[nH]2)cccc1OC	-5	-0.6	-2.3	-7	-5	0	/	-1.0	-4
CCOc1ccccc1C(=O)OCC(=O)Nc1cc(Cl)ccc1Oc1ccccc1	0	0.3	0.1	-1	27	1	-0.8	i	-16
Oc1cccc(C2c3[nH]c4ccccc4c3CCN2Cc2ccoc2)c1 (stereo not given)	-9	-2.6	-1.0	1	-4	-7	-0.9	-0.4	-3
O=S(=O)(NCCN1CCOCC1)c1cccs1	2	0.6	-0.3	5	-1	8	0.1	-0.3	-8
COc1ccc2ccccc2c1/C=N\n1c(C)cc(C)c(C(N)=O)c1=O	1	-0.4	8.4	-10	3	-9	/	-3.6	/
CC1=C(C(=O)Nc2cccc(C(=O)NCc3ccccc3C)c2)SCCO1	-6	-2.3	0.1	0	14	11	-3.0	-3.4	2
O=C1CCN(Cc2ccc(O)cc2)CCN1CCO	3&13	-0.1&1.0	-1.4	-4	0	-8&-1	6.3&-0.1	-2.1	4
Cc1ccc(C(C)(C)C)c(OCCCCN2CCCC2)c1	-1	-0.3	0.8	3	-6	-5	/	i	-4
CCOC(=O)Cc1csc(SCC(=O)c2c(N)n(CC(C)C)c(=O)n(C)c2=O)n1	-10	1.8	-1.0	2	-3	8	/	i	-10
COc1ccccc1NS(=O)(=O)c1ccc(C)c(C(=O)NNC(=O)c2csc(N3CCOCC3)n2)c1	-6	0.4	-0.6	/	4	2	1.1	i	2
Cc1cc(C)nc(NS(=O)(=O)c2ccc(NC(=O)CN3C(=O)S/C(=C\c4ccccc4)C3=O)cc2)n1	0	-1.5	-0.8	5	5	1	/	-0.3	2
O=C1c2oc3ccccc3c(=O)c2C(c2cccnc2)N1CCCN1CCOCC1 (stereo not given)	-1	-0.3	1.2	-2	7	-5	0.3	/	-24

Reformatted in markdown: entries from further up.
| SMILES | Anthrax LF prot | BoNT-A LC inh2 | PfHsp40 yeast | SARS 3CLpro inh | Y pestis TopoI | PrPC TRFRET | TcdB inh | BH1578 lux ind | PriA SSB inh |
| --- | --- | --- | --- | --- | --- | --- | --- | --- | --- |
| N#Cc1ccccc1COC(=O)c1ccc2c(c1)OCO2 | 0 | 0.3 | 0.9 | / | 7 | 0 | 1.2 | i | -63 |
| COc1ccccc1NC(=O)CCc1nnc2ccc(N3CCN(C)CC3)nn12 | -1 | -2.9 | -0.8 | -2 | 0 | -10 | 3.8 | i | -9 |
| COC(=O)c1ccccc1NC(=O)CN(C)S(=O)(=O)c1cc(C)ccc1OC | 1 | 1.2 | 0.7 | -13 | 17 | 6 | / | i | -16 |
| C=CCOc1c(CNc2ncn[nH]2)cccc1OC | -5 | -0.6 | -2.3 | -7 | -5 | 0 | / | -1.0 | -4 |
| CCOc1ccccc1C(=O)OCC(=O)Nc1cc(Cl)ccc1Oc1ccccc1 | 0 | 0.3 | 0.1 | -1 | 27 | 1 | -0.8 | i | -16 |
| Oc1cccc(C2c3[nH]c4ccccc4c3CCN2Cc2ccoc2)c1 (stereo not given) | -9 | -2.6 | -1.0 | 1 | -4 | -7 | -0.9 | -0.4 | -3 |
| O=S(=O)(NCCN1CCOCC1)c1cccs1 | 2 | 0.6 | -0.3 | 5 | -1 | 8 | 0.1 | -0.3 | -8 |
| COc1ccc2ccccc2c1/C=N\n1c(C)cc(C)c(C(N)=O)c1=O | 1 | -0.4 | 8.4 | -10 | 3 | -9 | / | -3.6 | / |
| CC1=C(C(=O)Nc2cccc(C(=O)NCc3ccccc3C)c2)SCCO1 | -6 | -2.3 | 0.1 | 0 | 14 | 11 | -3.0 | -3.4 | 2 |
| O=C1CCN(Cc2ccc(O)cc2)CCN1CCO | 3&13 | -0.1&1.0 | -1.4 | -4 | 0 | -8&-1 | 6.3&-0.1 | -2.1 | 4 |
| Cc1ccc(C(C)(C)C)c(OCCCCN2CCCC2)c1 | -1 | -0.3 | 0.8 | 3 | -6 | -5 | / | i | -4 |
| CCOC(=O)Cc1csc(SCC(=O)c2c(N)n(CC(C)C)c(=O)n(C)c2=O)n1 | -10 | 1.8 | -1.0 | 2 | -3 | 8 | / | i | -10 |
| COc1ccccc1NS(=O)(=O)c1ccc(C)c(C(=O)NNC(=O)c2csc(N3CCOCC3)n2)c1 | -6 | 0.4 | -0.6 | / | 4 | 2 | 1.1 | i | 2 |
| Cc1cc(C)nc(NS(=O)(=O)c2ccc(NC(=O)CN3C(=O)S/C(=C\c4ccccc4)C3=O)cc2)n1 | 0 | -1.5 | -0.8 | 5 | 5 | 1 | / | -0.3 | 2 |

New compounds follow:
SMILES	Anthrax LF prot	BoNT-A LC inh2	PfHsp40 yeast	SARS 3CLpro inh	Y pestis TopoI	PrPC TRFRET	TcdB inh	BH1578 lux ind	PriA SSB inh
COc1ccc(CNC(=O)CSc2n[nH]c(N)n2)cc1OC	-2	0.2	-1.6	-2	-1	11	0.1	i	-5
COc1ccc(CSc2nc3ccccc3[nH]2)cc1	-2	0.1	0.0	-4	-5	9	/	0.5	-1
CC(CCc1ccccc1)NC(=O)C(=O)Nc1ccccc1 (stereo not given)	0	-0.4	-0.8	3	6	1	/	-0.4	2
O=C(NNS(=O)(=O)c1ccc(Cl)cc1)c1cccs1	-5	-2.2	-2.5	2	1	2	-4.6	-0.5	-3
COc1ccc2c(c1)[nH]c1c(=O)n(CCCn3ccnc3)cnc12	0	0.1	-0.4	0	3	-6	-0.1	/	-14
Cc1cc(/C=N/NC(N)=S)c(C)n1-c1ccc(Cl)cc1	-1	-2.3	0.4	-4	9	-2	/	i	/
C=CCn1c(C)c(C(C)=O)cc(NC(=O)c2ccccc2)c1=O	-6	0.2	-0.2	2	5	2	1.1	i	-3
CCN1C(=O)c2cccc3c(Cl)ccc1c23	-9	-1.2	-2.6	2	-14	3	1.1	-3.8	-73
O=C(OCc1c(-c2ccccc2)ncc2ccccc12)c1ccc(F)cc1	2	-0.7	-0.9	/	34	-3	1.0	-0.6	0
Cc1cc(NC(=O)CSc2nc3cc(C(=O)NCCCOC(C)C)ccc3c(=O)n2Cc2ccco2)no1	-1	0.3	0.0	-1	-10	2	0.9	-0.5	-6
COc1ccc(NC(=O)c2cccc(S(=O)(=O)N(C)c3ccccc3)c2)cn1	2	0.6	0.2	1	12	8	-1.5	-0.8	11
CN(C)S(=O)(=O)c1ccc(Cl)c(C(=O)Nc2cccc3ncccc23)c1	0	-0.8	-1.0	-2	5	-3	0.5	-0.2	6
COc1ccc(NC(=O)Cc2ccsc2)cc1S(=O)(=O)N1CCCCC1	3	0.3	-1.8	/	-2	-5	0.1	1.3	7
O=C(COc1ccc(C(=S)N2CCCC2)cc1)Nc1ccc(F)cc1	0	1.2	0.2	-3	9	6	0.0	-0.1	-19
COc1ccc(-c2cc(C(F)(F)F)n3nc(C(=O)Nc4c(C)n(C)n(-c5ccccc5)c4=O)c(Cl)c3n2)cc1	-6	-0.4	0.5	5	13	-1	0.3	-0.3	4
CO/N=C\CC(=O)Nc1ccc(Cl)c(Cl)c1	-1	-0.3	3.3	0	-5	11	0.2	-0.3	/
COc1ccccc1C(C)NC(=O)C1CCN(S(=O)(=O)c2cccs2)CC1 (stereo not given)	-6	-0.6	-1.0	/	3	5	0.8	-0.6	5
CCn1ncc(C2=NOC(C(=O)Nc3cccc(C(C)=O)c3)C2)c1C (stereo not given)	-3	?	-0.3	2	2	5	/	i	5
Fc1cccc(Cl)c1Cn1nnc2c(NCc3ccccn3)ncnc21	0	-0.7	-0.8	-1	1	-1	/	i	11
NC(=O)C1=CN(Cc2ccc(Cl)cc2)CCC1C(F)(F)F (stereo not given)	-6	0.0	-1.5	3	0	0	1.3	25	9
CC1=C(C(=O)N(C(C)C)C(C)C)CC(CC(=O)NCC2CCCCC2)C(=O)N1Cc1ccccc1 (stereo not given)	-5	-0.9	/	/	/	6	0.4	/	/
Cn1c(O)c(C2=NN(C(=O)CCl)C(c3ccccc3)C2)c(=O)n(C)c1=O (stereo not given)	-11	3.8	0.7	9	-2	9	1.1	i	-2
COc1cccc(NC(=O)c2cc([N+](=O)[O-])ccc2NC(=O)CNCC2CCCO2)c1 (stereo not given)	-1	-0.7	-2.0	3	-3	-13	1.1	-0.5	2
C[C@H]1NS(=O)(=O)c2cc(Cl)ccc2O[C@@H]1c1ccccc1	0	-0.3	/	/	6	2	-0.6	-0.4	/
Cc1ccc(NC(=O)c2ccc(S(=O)(=O)N3CCC(C)CC3)cc2)cc1	0	-3.4	-0.3	2	1	5	/	i	-7
CC(C)[C@H]1C(=O)O[C@@H]2CCN3CC=C(COC(=O)[C@](C)(O)[C@]1(C)O)[C@H]23	0	0.7	-0.3	2	-4	10	0.3	-1.9	-10
CS(=O)(=O)Nc1ccc(C(=O)N2CCCCC2)cc1	-1	0.4	-1.3	-3	?	-1	1.0	i	-4
CC1CCCCN1Cc1c(C#N)c2ccccc2n1C (stereo not given)	0	-0.4	-0.1	-1	9	7	/	1.0	-22
Cc1ccc(NC(=O)CN(C)C(=O)CCSc2ccc(F)cc2)cc1	0	0.0	1.2	/	10	2	0.0	i	-19
COc1ccc(C(=O)n2cnc(N)n2)cc1	-4	0.7	-1.0	2	3	-2	/	i	-19
CC(c1ccco1)N(C(=O)c1ccc(Cl)s1)c1ccccn1 (stereo not given)	/	/	/	-5	/	-8	0.9	/	-3
Oc1ccc(-c2csc(Nc3cccc4ccccc34)n2)cc1O	-7	-0.5	0.3	-5	-1	3	-2.5	8.3	26
Cc1ccc(NC(=O)Cn2nc(C)c([N+](=O)[O-])c2C)cc1Cl	-5	-0.1	0.4	6	-16	1	-1.6	-0.3	-3
O=C(CN1CCC(NC(=O)c2ccco2)CC1)Nc1ccccc1C(F)(F)F	-1	1.5	-0.1	3	-9	-3	-3.1	-0.4	7

Not all compounds are listed, so the mix of outcomes need not match the whole.
